Screening data: PubChem, several laboratories
OX1R antag-1 = OX1R (HCRTR1) antagonists, primary screen, fluorescence, CHO/OX1R cells, Fluo-8 calcium, orexin A; Orexin/Hypocretin receptor type 1 (Homo sapiens), O43613; Fluo-8 calcium fluorescence; inhibition, % at 5 µM; actives 0.43% (n = 330,000); AID 434989, 2010;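 active = inhibition above its plate's threshold, mean inhibition of all tested compounds on the plate plus 3 SD, cut at about 37% in these data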;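 note: 0% = orexin A challenge wells and 100% = SB-334867-A antagonist wells; not every result past the cut was called active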
Target sequence (O43613 whole entry, looked up): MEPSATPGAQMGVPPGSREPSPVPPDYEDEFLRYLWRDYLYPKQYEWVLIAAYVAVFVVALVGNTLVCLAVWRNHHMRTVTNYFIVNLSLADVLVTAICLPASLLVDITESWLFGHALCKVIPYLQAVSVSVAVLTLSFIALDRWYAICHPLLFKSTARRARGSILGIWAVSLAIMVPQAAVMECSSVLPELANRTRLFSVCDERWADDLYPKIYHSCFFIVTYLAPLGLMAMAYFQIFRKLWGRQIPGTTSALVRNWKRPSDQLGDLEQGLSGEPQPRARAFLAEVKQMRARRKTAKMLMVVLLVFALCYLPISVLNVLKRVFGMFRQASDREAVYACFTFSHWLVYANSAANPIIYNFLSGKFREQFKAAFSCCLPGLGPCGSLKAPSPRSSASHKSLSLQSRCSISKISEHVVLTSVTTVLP
OX1R antag-2 = antagonists of human orexin 1 receptor (OX1R); Orexin/Hypocretin receptor type 1 (Homo sapiens), O43613; OX1R-expressing cells, FRET antagonist read-out; AID 485270, 2010; inhibition, % at 6.6 µM; actives 1.8% (n = 330,000); in the data active = inhibition mostly above about 38%, no sharp cut-off; inactive = mostly below about 40%;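 note: 0% = agonist challenge alone and 100% = reference antagonist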
CHT allo act = CHT positive allosteric modulators, primary screen, cell-based, membrane potential dye, choline EC20; actives 0.49% (n = 310,000); CHT-expressing cells; hits give high values; LV-AA mutant CHT in HEK293 cells; AID 488977, 2010; B-score at 10 µM;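 active = initial fluorescence not abnormally high and integrated response B-score, plate-corrected, over 3 SD above library mean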
Target sequence (Q9GZV3 whole entry, looked up): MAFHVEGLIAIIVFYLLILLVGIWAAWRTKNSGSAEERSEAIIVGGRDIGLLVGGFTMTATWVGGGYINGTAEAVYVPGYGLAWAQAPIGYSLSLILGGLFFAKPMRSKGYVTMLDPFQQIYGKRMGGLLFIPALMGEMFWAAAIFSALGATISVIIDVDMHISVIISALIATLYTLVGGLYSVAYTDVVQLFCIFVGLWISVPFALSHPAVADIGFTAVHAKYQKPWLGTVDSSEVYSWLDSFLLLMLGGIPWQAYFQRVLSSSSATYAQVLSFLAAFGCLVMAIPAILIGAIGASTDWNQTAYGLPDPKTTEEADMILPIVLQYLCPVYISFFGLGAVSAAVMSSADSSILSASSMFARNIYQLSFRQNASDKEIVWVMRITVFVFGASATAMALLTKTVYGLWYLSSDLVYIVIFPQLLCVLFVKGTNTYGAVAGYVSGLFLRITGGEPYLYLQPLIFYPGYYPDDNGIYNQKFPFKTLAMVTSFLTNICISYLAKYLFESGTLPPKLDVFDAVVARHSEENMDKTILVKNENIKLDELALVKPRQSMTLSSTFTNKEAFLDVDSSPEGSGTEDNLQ
Numbers without * were called inactive.

Results for COc1ccc(-c2[nH]c(-c3ccc(C)cc3)nc2SCC(=O)NC2CCCC2)cc1 ?
OX1R antag-1: -42; OX1R antag-2: 8; CHT allo act: inactive

What do the screens show for `Cc1cc(C)cc(OCC(=O)NC2CCCc3ccccc32)c1` (stereo unspecified)?
OX1R antag-1: -19; OX1R antag-2: 27; CHT allo act: inactive

How did COc1ccc(/C=C/C(=O)OCC(=O)NC(C)CCc2ccccc2)cc1 (stereo unspecified) do in these assays?
OX1R antag-1: -4; OX1R antag-2: 12

How did Cc1ccc(C(=O)N(CN2CCCC2=O)c2ccccc2)cc1C do in these assays?
OX1R antag-1: -20; OX1R antag-2: 6; CHT allo act: inactive

What do the screens show for `CC1CN(C(=S)NC(=O)C2CCCCC2)CC(C)O1` (stereo unspecified)?
OX1R antag-1: -27; OX1R antag-2: 7; CHT allo act: inactive

What do the screens show for `COc1cc(Br)cc(/C=C/c2ccc3cccc(O)c3n2)c1O`?
OX1R antag-1: 3; OX1R antag-2: 0; CHT allo act: inactive

What do the screens show for `COc1cc(C)c(S(=O)(=O)NCc2cccnc2)cc1C`?
OX1R antag-1: -3; OX1R antag-2: 11; CHT allo act: inactive

Results for Cc1cc(=O)[nH]c(SCc2nc3ccc([N+](=O)[O-])cc3[nH]2)n1 ?
OX1R antag-1: -6; OX1R antag-2: 18; CHT allo act: inactive

How did Nc1cccc(S(=O)(=O)Nc2ccc(SC(F)F)cc2)c1 do in these assays?
OX1R antag-1: -3; OX1R antag-2: 0; CHT allo act: inactive

Results for CC(=O)c1cccc(N(CC(=O)Nc2cccnc2)S(C)(=O)=O)c1 ?
OX1R antag-1: -8; OX1R antag-2: 8; CHT allo act: inactive

What do the screens show for `CCC1=NN2C(=N)/C(=C/c3ccc(OS(=O)(=O)c4ccc(C)cc4)c(OC)c3)C(=O)N=C2S1`?
OX1R antag-1: 3; OX1R antag-2: 12; CHT allo act: inactive

What do the screens show for `CC(C)COc1ccc(C(=O)Nc2ccc(NC(=O)c3ccco3)c(Cl)c2)cc1`?
OX1R antag-1: -9; OX1R antag-2: 8; CHT allo act: inactive

How did CC(=O)Nc1sc(NC(=O)c2ccccc2)nc1-c1cccs1 do in these assays?
OX1R antag-1: -20; OX1R antag-2: 30; CHT allo act: inactive

What do the screens show for `CCCc1cc(=O)[nH]c(SC(C)C(=O)Nc2ccc3c(c2)OCCO3)n1` (stereo unspecified)?
OX1R antag-1: -22; OX1R antag-2: 11

What do the screens show for `COc1ccc(C(=O)Nc2ccc(/C(C)=N/NC(=O)c3ccncc3)cc2)cc1`?
OX1R antag-1: 3; OX1R antag-2: 52; CHT allo act: inactive

Results for COc1cccc(C2=CC(=O)CCC2)c1OC ?
OX1R antag-1: -12; OX1R antag-2: 30; CHT allo act: inactive

How did O=C(CCNc1cc(Cl)cc(Cl)c1)c1cccs1 do in these assays?
OX1R antag-1: 8; OX1R antag-2: 4; CHT allo act: inactive

How did CCCCC(=O)NC1(C(F)(F)F)NC(=O)N(C)C1=O (stereo unspecified) do in these assays?
OX1R antag-1: -5; OX1R antag-2: 2; CHT allo act: inactive

What do the screens show for `O=[N+]([O-])c1ccc(C(O)CNC(=S)Nc2ccccc2)cc1` (stereo unspecified)?
OX1R antag-1: 14; OX1R antag-2: 13; CHT allo act: inactive

What do the screens show for `Cc1ccc(NC(=O)CCSCCC(=O)Nc2ccc(C)c(C)c2)cc1C`?
OX1R antag-1: -29; OX1R antag-2: 9; CHT allo act: inactive

How did COc1ccc(N2CCCC2)c(NC(=O)COc2ccccc2Cl)c1 do in these assays?
OX1R antag-1: -36; OX1R antag-2: 12; CHT allo act: inactive

Results for Cc1sc2nc(C)n(/N=C/c3ccccc3O)c(=O)c2c1C ?
OX1R antag-1: -13; OX1R antag-2: 4; CHT allo act: inactive

How did CN(C)CC(O)COC(c1ccccc1)c1ccccc1 (stereo unspecified) do in these assays?
OX1R antag-1: -10; OX1R antag-2: 8; CHT allo act: inactive

What do the screens show for `CC1CCC(C(=O)NC(C(=O)NCCc2ccc(S(N)(=O)=O)cc2)C(C)C)CC1` (stereo unspecified)?
OX1R antag-1: -8; OX1R antag-2: 1; CHT allo act: inactive

What do the screens show for `Nc1nc(F)nc2c1ncn2[C@@H]1O[C@H](CO)[C@@H](O)[C@H]1O`?
OX1R antag-1: -19; OX1R antag-2: 2; CHT allo act: inactive

What do the screens show for `CCCc1cc(=O)n2c([nH]c3ccccc32)c1C#N`?
OX1R antag-1: -10; OX1R antag-2: 27; CHT allo act: inactive

How did CCCCOc1ccc(/C=N/Nc2cc(N3CCOCC3)nc(C)n2)cc1 do in these assays?
OX1R antag-1: -3; OX1R antag-2: 27; CHT allo act: inactive

What do the screens show for `Cc1ccc(CSc2nnc(-c3ccc(NS(=O)(=O)c4ccccc4)cc3)o2)cc1`?
OX1R antag-1: 18; OX1R antag-2: 13; CHT allo act: inactive

Results for O=C(NC1CCN(Cc2ccccc2)CC1)c1ccc2c(c1)[nH]c(=O)n2Cc1ccc(F)cc1 ?
OX1R antag-1: -39; OX1R antag-2: 8; CHT allo act: inactive

Results for CC(=O)N[C@H]1C[C@@H]1c1ccccc1 ?
OX1R antag-1: -6; OX1R antag-2: -7; CHT allo act: inactive

How did O=C(NNC(=O)C1CCN(c2ncccn2)CC1)c1ccncc1 do in these assays?
OX1R antag-1: -4; OX1R antag-2: 14; CHT allo act: inactive

Results for O=C(COc1cccc2cccnc12)N/N=C/c1cccn1-c1ccc(F)cc1 ?
OX1R antag-1: -35; OX1R antag-2: 6; CHT allo act: inactive

What do the screens show for `COC(=O)CN(c1cc(Cl)ccc1OC)S(=O)(=O)c1ccc(C)cc1`?
OX1R antag-1: -15; OX1R antag-2: 26; CHT allo act: inactive

What do the screens show for `c1ccc(Cc2nnc(-c3ccccc3)o2)cc1`?
OX1R antag-1: 0; OX1R antag-2: 1; CHT allo act: inactive

Results for CC(C)Oc1ccc(Cc2c(O)nc(NCCCN(C)C)[nH]c2=O)cc1 ?
OX1R antag-1: 1; OX1R antag-2: 10; CHT allo act: inactive

What do the screens show for `O=C(OCc1ccc(Br)cc1)c1cnc(Cl)c(Cl)c1`?
OX1R antag-1: -18; OX1R antag-2: 26; CHT allo act: inactive

What do the screens show for `CCCCCCCC(=O)Nc1ccc(S(=O)(=O)Nc2nccs2)cc1`?
OX1R antag-1: -9; OX1R antag-2: 0; CHT allo act: inactive

What do the screens show for `O=C(Nc1ccccc1)c1ccc(-c2ccc(F)cc2)s1`?
OX1R antag-1: 10; OX1R antag-2: 11; CHT allo act: inactive

How did Cc1cnc(C(=O)OCC(=O)Nc2ccccc2[N+](=O)[O-])cn1 do in these assays?
OX1R antag-1: -14; OX1R antag-2: 25

What do the screens show for `Cn1c(SCC(=O)NCc2cccs2)nnc1-c1ccc(O)cc1`?
OX1R antag-1: -13; OX1R antag-2: 16; CHT allo act: inactive

What do the screens show for `COc1cc(/C=N/NC(=O)c2cccc([N+](=O)[O-])c2)ccc1OC(=O)c1ccco1`?
OX1R antag-1: -27; OX1R antag-2: 58; CHT allo act: inactive

Results for Cc1cccc(C(=O)N2CCN(c3ccc(C(F)(F)F)cn3)CC2)c1C ?
OX1R antag-1: -19; OX1R antag-2: 13; CHT allo act: inactive

What do the screens show for `CCOC(=O)c1ccc(NC(=O)CCc2nc(-c3ccccc3Cl)no2)cc1`?
OX1R antag-1: 19; OX1R antag-2: 30; CHT allo act: inactive

How did COC(CNC(=O)c1cc(Sc2nnc(C)s2)nc2ccccc12)OC do in these assays?
OX1R antag-1: -11; OX1R antag-2: 20; CHT allo act: inactive

What do the screens show for `CCN(CC)S(=O)(=O)c1ccc(S(=O)(=O)N2CCCC2C(=O)O)cc1` (stereo unspecified)?
OX1R antag-1: -5; OX1R antag-2: 9; CHT allo act: inactive

How did Cc1ccc(N2CCN(c3ccc(C)cc3)C(CC(=O)O)C2=O)cc1 (stereo unspecified) do in these assays?
OX1R antag-1: -5; OX1R antag-2: 5; CHT allo act: inactive

What do the screens show for `CCC(=O)Nc1sc(C(=O)OC)c(C)c1C(=O)OC`?
OX1R antag-1: -14; OX1R antag-2: 9; CHT allo act: inactive

How did Fc1cc(F)c2nc(N3CCOCC3)sc2c1 do in these assays?
OX1R antag-1: -5; OX1R antag-2: 8; CHT allo act: inactive

How did CCOc1ccc(C(=O)NCC(=O)OCC(=O)N2CCC(C)CC2)cc1 do in these assays?
OX1R antag-1: -23; OX1R antag-2: 29; CHT allo act: inactive

How did Cc1ccc(S(=O)(=O)N2CCN(C(=O)c3ccccc3)C2)cc1[N+](=O)[O-] do in these assays?
OX1R antag-1: -12; OX1R antag-2: 8; CHT allo act: inactive

What do the screens show for `COc1ccc(NC(=O)c2cc(C)no2)cc1Cl`?
OX1R antag-1: -3; OX1R antag-2: 17; CHT allo act: inactive

What do the screens show for `O=C(O)C1OC2OC3(CCCCC3)OC2C2OC3(CCCCC3)OC12` (stereo unspecified)?
OX1R antag-1: 0; OX1R antag-2: 22; CHT allo act: inactive

How did Cc1cccc(NC(=O)c2nc[nH]c2C(=O)N2CCN(c3ccccc3)CC2)c1 do in these assays?
OX1R antag-1: -5; OX1R antag-2: 3

Results for CCNc1nc(NCC)nc(N/N=C/c2cc(OC)c(OC)c(OC)c2)n1 ?
OX1R antag-1: -26; OX1R antag-2: 3; CHT allo act: inactive

What do the screens show for `CCC(=O)NCCc1nc2cc(NC(=O)COc3ccccc3)ccc2n1C`?
OX1R antag-1: 4; OX1R antag-2: 12; CHT allo act: inactive

How did Cc1cc(CNC(=O)COC(=O)c2ccc(Cl)c(N)c2)cc(C)c1O do in these assays?
OX1R antag-1: -15; OX1R antag-2: 29; CHT allo act: inactive

What do the screens show for `CCOc1ccc(CNC(=O)CCCOc2cc(=O)n(C)c3ccccc23)cc1`?
OX1R antag-1: -34; OX1R antag-2: 36; CHT allo act: inactive

What do the screens show for `CCN(CC)CCOc1ccc2c(c1)C(=NO)c1cc(OCCN(CC)CC)ccc1-2`?
OX1R antag-1: -3; OX1R antag-2: 31; CHT allo act: inactive

How did CCN1C=C(Cc2cccs2)C2=C(C1)C(c1cccs1)C(C#N)=C(N)O2 (stereo unspecified) do in these assays?
OX1R antag-1: -12; OX1R antag-2: 31; CHT allo act: inactive

Results for S=c1sc(SCCOc2ccccc2)nn1-c1ccccc1 ?
OX1R antag-1: -26; OX1R antag-2: 14; CHT allo act: inactive

Copied from the entries so far for reference:
Results for COc1ccc(-c2[nH]c(-c3ccc(C)cc3)nc2SCC(=O)NC2CCCC2)cc1 ?
OX1R antag-1: -42; OX1R antag-2: 8; CHT allo act: inactive

What do the screens show for `Cc1cc(C)cc(OCC(=O)NC2CCCc3ccccc32)c1` (stereo unspecified)?
OX1R antag-1: -19; OX1R antag-2: 27; CHT allo act: inactive

How did COc1ccc(/C=C/C(=O)OCC(=O)NC(C)CCc2ccccc2)cc1 (stereo unspecified) do in these assays?
OX1R antag-1: -4; OX1R antag-2: 12

How did Cc1ccc(C(=O)N(CN2CCCC2=O)c2ccccc2)cc1C do in these assays?
OX1R antag-1: -20; OX1R antag-2: 6; CHT allo act: inactive

The listing continues.
What do the screens show for `CCN1C(=O)N(C)[C@@H](c2ccccc2)C(C(=O)OC)=C1C`?
OX1R antag-1: -8; OX1R antag-2: 21; CHT allo act: inactive

What do the screens show for `Cc1cccc(C=Nc2ccc3c4c(cccc24)CC3)c1O`?
OX1R antag-1: 54*; OX1R antag-2: 17; CHT allo act: inactive

Results for CC(NS(=O)(=O)c1ccc2c(c1)oc(=O)n2C)c1ccccc1 (stereo unspecified) ?
OX1R antag-1: -2; OX1R antag-2: 10; CHT allo act: inactive

What do the screens show for `O=C(Nc1ccc(Cl)cc1)c1csc(-c2ccncc2)n1`?
OX1R antag-1: -26; OX1R antag-2: 8; CHT allo act: inactive

What do the screens show for `CN(C)CCCNC(=O)c1cc(C(=O)C2CCCCC2)c[nH]1`?
OX1R antag-1: -12; OX1R antag-2: 14; CHT allo act: inactive

What do the screens show for `COc1ccc(Cn2c(SCc3cc(C)ccc3C)nc3cc(OC)c(OC)cc3c2=N)cc1`?
OX1R antag-1: -10; OX1R antag-2: 10; CHT allo act: inactive

What do the screens show for `C[C@H](NC(=O)c1nc[nH]c1C(=O)NCc1ccc(CNC(=O)OC(C)(C)C)cc1)c1ccccc1`?
OX1R antag-1: -12; OX1R antag-2: 2

What do the screens show for `Cc1noc(C)c1C(=O)Nc1cccc(S(=O)(=O)N2CCCCC2)c1`?
OX1R antag-1: -9; OX1R antag-2: 1

Results for COc1ccccc1NC(=O)CC1COc2ccccc2O1 (stereo unspecified) ?
OX1R antag-1: -10; OX1R antag-2: 25; CHT allo act: inactive

Results for CCc1ccc(NC(=O)C(CC)c2ccccc2)cc1 (stereo unspecified) ?
OX1R antag-1: 24; OX1R antag-2: 14; CHT allo act: inactive

How did CCCCNC(=O)[C@@H]1CC=C[C@@H]2CCN(C3CC3)C(=O)[C@@H]21 do in these assays?
OX1R antag-1: -4; OX1R antag-2: 36; CHT allo act: inactive

Pulled by compound from above (2):
What do the screens show for `C[C@H](NC(=O)c1nc[nH]c1C(=O)NCc1ccc(CNC(=O)OC(C)(C)C)cc1)c1ccccc1`?
OX1R antag-1: -12; OX1R antag-2: 2

What do the screens show for `COc1ccc(Cn2c(SCc3cc(C)ccc3C)nc3cc(OC)c(OC)cc3c2=N)cc1`?
OX1R antag-1: -10; OX1R antag-2: 10; CHT allo act: inactive
